M4 antag – human M4 muscarinic receptor antagonists, primary screen, CHO cells, Fluo-8 calcium fluorescence; inhibition, % at 3 µM; Muscarinic acetylcholine receptor M4 (Homo sapiens), P08173; CHO-hM4 cells, ACh EC80; hit rate 0.73% among 360,000;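 active = inhibition above its plate's cutoff, the mean inhibition of sample wells plus 3 SD, cut at about 27% in these data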;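 also: 0% = acetylcholine EC80 with DMSO and 100% = DMSO without agonist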
Target sequence (P08173 whole entry, looked up): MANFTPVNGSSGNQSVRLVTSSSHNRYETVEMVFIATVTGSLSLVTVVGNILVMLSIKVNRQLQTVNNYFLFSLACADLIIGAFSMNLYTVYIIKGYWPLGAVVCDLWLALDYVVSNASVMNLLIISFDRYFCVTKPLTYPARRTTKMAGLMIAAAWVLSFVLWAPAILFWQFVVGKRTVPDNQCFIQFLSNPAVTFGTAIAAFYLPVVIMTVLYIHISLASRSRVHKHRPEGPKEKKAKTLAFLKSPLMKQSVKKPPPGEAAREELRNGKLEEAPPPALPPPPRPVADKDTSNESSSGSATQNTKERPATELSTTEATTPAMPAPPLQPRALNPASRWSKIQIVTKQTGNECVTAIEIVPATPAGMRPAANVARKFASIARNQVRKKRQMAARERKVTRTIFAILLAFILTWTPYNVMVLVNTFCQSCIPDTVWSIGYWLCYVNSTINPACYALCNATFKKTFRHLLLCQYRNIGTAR
CHRM4 agonist – human M4 muscarinic receptor agonists, primary screen, CHO-K1 cells, Fluo-8 calcium fluorescence; AID 624127, 2012; CHO-K1 hM4/Gqi5; vehicle 0%, full acetylcholine response 100%; hit rate 0.14% among 360,000; Muscarinic acetylcholine receptor M4 (Homo sapiens), P08173; activation, % at 3 µM;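 active = activation above the run mean over all test wells plus 3 SD, cut at about 32% in these data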;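 also: peak over basal fluorescence ratio per well then scaled between controls; 0% = DMSO wells and 100% = acetylcholine at EC100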
CHRM1 PAM – human M1 muscarinic receptor positive allosteric modulators, primary screen, CHO-K1 cells, Fluo-8 calcium fluorescence, 1536-well; Muscarinic acetylcholine receptor M1 (Homo sapiens), P11229; hit rate 0.088% among 360,000; activation, % at 3 µM; CHO-K1 hM1, ACh EC20; 0% = ACh EC20, 100% = maximal ACh; AID 588819, 2011; in the data active = activation above about 19%, passing the limit was not always enough
TAAR1 agonist – human TAAR1 agonists, primary screen, Fluo-8 calcium fluorescence, CHO RD-HGA16 cells; Trace amine-associated receptor 1 (Homo sapiens), Q96RJ0; vehicle wells 0%, saturating PEA agonist 100%; activation, % at 3 µM; hit rate 0.99% among 360,000;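 active = activation above the mean activation of all test compounds in the run plus 3 SD, cut at about 38% in these data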
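Assay system – CHO-derived RD-HGA16 cells with stable Gα16 and human TAAR1 · Compound dosing – one-point dosing at 3 µM (nominal) · Incubation – 17-24 h seeding, 75 min 37 °C dye, 30 min RT · Measured by – kinetic Fluo-8 calcium fluorescence · Control set – DMSO vehicle as 0%, PEA at EC100 as 100% · Repeats – single well for each compound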
CHRM1 antagonist – human M1 muscarinic receptor antagonists, primary screen, CHO-K1 cells, Fluo-8 calcium fluorescence, 1536-well | Muscarinic acetylcholine receptor M1 (Homo sapiens), P11229 | inhibition, % at 3 µM | AID 588852, 2011 | CHO-K1 hM1, ACh EC80 antagonist | hit rate 1.3% among 360,000;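 active = percent inhibition above its own plate's cutoff, namely the mean of that plate's compound wells plus 3 SD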;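 also: peak over basal fluorescence ratio during 140 s after agonist addition; 0% = ACh EC80 plus DMSO and 100% = DMSO alone without agonist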
M1 ag – human M1 muscarinic receptor agonists, primary screen, Fluo-8 calcium fluorescence, CHO-K1 cells, HTS. AID 588814, 2011. activation, % at 3 µM. CHO-K1 hM1, agonist mode; 0% DMSO, 100% acetylcholine EC100. Muscarinic acetylcholine receptor M1 (Homo sapiens), P11229. hit rate 0.33% among 360,000;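 active = activation above the run's mean compound activation plus 3 SD, cut at about 16% in these data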;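 also: peak over basal fluorescence ratio within a 140 s kinetic read after compound addition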
CHRM5 PAM – human M5 muscarinic receptor positive allosteric modulators, primary screen, CHO-K1 cells, Fluo-8 calcium fluorescence. Muscarinic acetylcholine receptor M5 (Homo sapiens), P08912. CHO-K1 hM5, ACh EC20 PAM; 0% = ACh EC20, 100% = ACh EC100. activation, % at 3 µM. hit rate 0.3% among 360,000. AID 624038, 2012;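 active = activation above the run cutoff, the mean activation of all test compounds plus 3 SD, cut at about 18% in these data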
Target sequence (P08912 whole entry, looked up): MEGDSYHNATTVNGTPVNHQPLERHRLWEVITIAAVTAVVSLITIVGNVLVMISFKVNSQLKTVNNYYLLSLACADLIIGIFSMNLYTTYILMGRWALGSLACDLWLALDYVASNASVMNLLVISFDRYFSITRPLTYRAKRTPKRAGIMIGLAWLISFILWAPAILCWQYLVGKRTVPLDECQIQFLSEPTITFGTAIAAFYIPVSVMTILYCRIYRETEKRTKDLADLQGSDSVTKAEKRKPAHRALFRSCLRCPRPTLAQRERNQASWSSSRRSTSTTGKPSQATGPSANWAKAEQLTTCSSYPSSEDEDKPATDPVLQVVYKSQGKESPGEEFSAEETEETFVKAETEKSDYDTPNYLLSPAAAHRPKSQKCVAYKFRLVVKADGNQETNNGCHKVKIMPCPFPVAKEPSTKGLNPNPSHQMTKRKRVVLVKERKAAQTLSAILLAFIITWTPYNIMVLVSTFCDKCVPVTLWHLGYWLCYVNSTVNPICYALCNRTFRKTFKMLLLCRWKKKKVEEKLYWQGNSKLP
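System – CHO-K1 hM5 cells · Compound – 3 µM, single dose · Incubation – compound preincubation 140 s before EC20 acetylcholine addition · Technique – Fluo-8 calcium fluorescence · Measure – Max/basal fluorescence ratio as % of EC20–EC100 ACh window · Benchmarks – low control EC20 acetylcholine (0%), high control EC100 acetylcholine (100%) · Replication – singlicate, one well per test compound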
CHRM5 agonist – human M5 muscarinic receptor agonists, primary screen, CHO-K1 cells, Fluo-8 calcium fluorescence. hit rate 0.19% among 360,000. CHO-K1 hM5 cells; 0% DMSO wells, 100% maximal acetylcholine response. AID 624037, 2012. Muscarinic acetylcholine receptor M5 (Homo sapiens), P08912. activation, % at 3 µM;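 active = activation above the run's mean over test compounds plus 3 SD, cut at about 23% in these data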;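 also: signal is peak over basal fluorescence ratio across the kinetic read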
CHRM5 antagonist – human M5 muscarinic receptor antagonists, primary screen, CHO cells, Fluo-8 calcium fluorescence; Muscarinic acetylcholine receptor M5 (Homo sapiens), P08912; CHO-hM5 cells, ACh EC80; inhibition, % at 3 µM; hit rate 0.59% among 360,000; AID 624040, 2012;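 active = inhibition above a per-plate cutoff, the mean of that plate's test compounds plus 3 SD, cut at about 27% in these data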;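 also: 0% = acetylcholine EC80 with DMSO and 100% = DMSO without agonist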
* marks the source's active call; other numbers are inactive results; · = no result given. These rows are one share of the data; count on the stated rates, not on these rows.

SMILES	M4 antag	CHRM4 agonist	CHRM1 PAM	TAAR1 agonist	CHRM1 antagonist	M1 ag	CHRM5 PAM	CHRM5 agonist	CHRM5 antagonist
O=C(CC(NC(=O)c1ccccc1)c1ccccc1)Nc1ccc(F)c(F)c1 (stereo not drawn)	-5	6	3	3	-6	1	-8	5	-5
COc1ccc(CCNC(=S)N2CCN(S(=O)(=O)c3cccc(F)c3)CC2)cc1	10	2	5	3	-7	-1	1	1	4
COc1ccc(N2CCN(C(=O)COC(=O)Cc3cccc(OC)c3)CC2)cc1	1	2	-3	0	2	-1	4	0	-2
Cc1ccc(-c2ccccc2NC(=O)CS(=O)CC(=O)Nc2ccc(C)c(Cl)c2)o1 (stereo not drawn)	15	23	13	6	4	0	7	7	9
O=C(Nc1nc2ccsc2c(=O)s1)c1ccco1	-8	1	7	1	-12	-4	8	4	-11
O=C(NCc1ccco1)c1nc2c(nnn2Cc2cccc(Cl)c2)c(=O)[nH]1	13	-2	-1	4	1	-1	-2	1	-3
CCn1c(SCc2nc(-c3cccs3)no2)nnc1-c1c[nH]c2ccccc12	5	9	-2	18	6	-1	-11	0	4
CN(C)CCOCCP(=O)(c1ccccc1)c1ccccc1	-3	0	8	12	-8	-7	2	-7	1
CC(C)(C)N1CC2([N+](=O)[O-])CN(C(C)(C)C)CC([N+](=O)[O-])(C1)C2	0	-1	-2	5	3	-2	-4	-2	10
Cc1c(CN2CCC(C(=O)Nc3ccc(Oc4ccccc4)nc3)CC2)cnn1C	2	1	6	1	-12	-5	1	-6	0
COC(=O)C1CN(C(=O)COc2ccc(Cl)cc2C)c2ccccc2O1 (stereo not drawn)	4	5	6	4	-5	-3	-3	-7	1
O=C(NNC(=S)Nc1ccc(Cl)cc1Cl)c1ccncc1	8	0	7	0	-3	-5	3	-1	0

In the list so far, these have a Cl atom:
SMILES	M4 antag	CHRM4 agonist	CHRM1 PAM	TAAR1 agonist	CHRM1 antagonist	M1 ag	CHRM5 PAM	CHRM5 agonist	CHRM5 antagonist
Cc1ccc(-c2ccccc2NC(=O)CS(=O)CC(=O)Nc2ccc(C)c(Cl)c2)o1 (stereo not drawn)	15	23	13	6	4	0	7	7	9
O=C(NCc1ccco1)c1nc2c(nnn2Cc2cccc(Cl)c2)c(=O)[nH]1	13	-2	-1	4	1	-1	-2	1	-3
COC(=O)C1CN(C(=O)COc2ccc(Cl)cc2C)c2ccccc2O1 (stereo not drawn)	4	5	6	4	-5	-3	-3	-7	1
O=C(NNC(=S)Nc1ccc(Cl)cc1Cl)c1ccncc1	8	0	7	0	-3	-5	3	-1	0

Later entries:
SMILES	M4 antag	CHRM4 agonist	CHRM1 PAM	TAAR1 agonist	CHRM1 antagonist	M1 ag	CHRM5 PAM	CHRM5 agonist	CHRM5 antagonist
COc1ccc(CCNC(=O)CSc2nc(C)nc3sccc23)cc1OC	7	1	-2	-1	12	-2	0	-3	8
CCC(=O)c1ccc(OCC(O)CN2CCN(S(=O)(=O)N3CCCCC3)CC2)cc1 (stereo not drawn)	-14	7	6	5	-9	-3	2	-1	1
CCOc1cc(CNc2ncnc3nc[nH]c23)ccc1OC	-10	4	-5	3	7	0	-9	5	5
Cc1noc(C)c1CSc1ccccc1C(=O)N(C)CC(=O)Nc1cccc(F)c1	-4	10	8	4	-14	-4	-1	0	0
COc1ccc(OC)c(/C=N/NC(=O)c2[nH]nc3c2CCc2ccccc2-3)c1	-7	5	4	6	-3	-2	-7	-3	4
COc1ccc(C(=O)Nc2ccc(NC(=O)c3cc(OC)c(OC)c(OC)c3)cn2)cc1	-13	17	-4	10	3	-6	-7	0	8
O=c1oc(=S)oc2c1[C@H](c1ccc(Cl)cc1)O[C@H](C1CC1)C2	-1	-1	·	2	·	·	-1	-3	1
COc1ccc(C(=O)NC(C(=O)N2CCN(C/C=C/c3ccccc3)CC2)C(C)C)cc1 (stereo not drawn)	-16	1	8	0	-10	-5	0	-2	-7
CN(CC(=O)Nc1ccccc1-c1ccccc1)Cc1ccccc1Cl	-12	-1	-1	0	-6	-13	-3	-2	-20
C/C(O)=C(\C#N)c1nc2ccccc2[nH]1	2	1	3	3	-4	-2	-7	-1	6
CC1(C)Cc2c(sc(NC(=O)C(=O)N3CCCC3)c2C(=O)O)CO1	3	0	1	0	-1	-3	6	-2	1
CCOc1ncccc1C(=O)NC(C)CCc1ccccc1 (stereo not drawn)	-6	0	5	2	-9	-5	1	-2	2
COc1ccc(C(=O)O/N=C(\C)c2cnccn2)cc1	1	6	20	0	3	4	-2	1	10
CCC/C(O)=C1\C(=O)CC(c2ccccc2)CC1=NC(C)C(=O)O (stereo not drawn)	6	1	3	1	1	-6	-1	1	4
CC(=O)c1ccc(NC(=O)Cn2c3ccccc3c3nc(=O)cc(C)n32)cc1	5	0	6	-1	-3	-4	1	-1	-3
O=C(CCSCc1ccc(Cl)cc1)NCc1cccs1	-1	2	8	3	-10	0	5	3	5
CCOc1ccc(/C=N/NC(=O)c2nnn(-c3nonc3N)c2CN2CCC(C)CC2)cc1	1	2	5	2	-8	-2	10	-3	-4
CCC(=O)N(Cc1ccc(C)cc1)Cc1cc2cc3c(cc2[nH]c1=O)OCO3	-16	1	4	7	-4	-7	1	-2	-14
O=[N+]([O-])c1ccc(N2CCN(c3ccc(Cl)nn3)CC2)cc1NC1CC1	12	-1	-4	5	4	-3	-7	0	1
COC(=O)c1ccc(COc2ccc3c4c(c(=O)oc3c2)CCC4)o1	3	1	5	0	-4	-4	-2	-1	6
CCN(CC)Cc1c(O)ccc2c(=O)c(-c3ccc(Cl)cc3)coc12	-3	0	14	0	-18	-8	2	1	-2
COc1ccccc1CNc1nc(NC(C)C)nc2ccsc12	6	4	-8	-1	-3	-6	-7	-1	11
COc1ccccc1Oc1ccccc1C(=O)O	4	0	15	4	-14	1	2	-1	15
COc1ccc(C2=NN(C(=O)CSc3nc4ncc(Cl)cc4[nH]3)C(c3ccco3)C2)cc1 (stereo not drawn)	-5	2	1	-3	2	-6	5	-8	3
O=S(=O)(c1ccccc1)C1(S(=O)(=O)c2ccccc2)CCCC1	-1	1	7	0	-7	-4	1	0	-1
O=C(NCCF)C1Nc2ccc(OC(F)(F)F)cc2C2C=CCC12 (stereo not drawn)	1	1	12	6	-5	0	6	3	7
COc1ccc(N(CC(=O)NCCSc2ccccn2)S(=O)(=O)c2ccc(C)cc2)cc1OC	-16	2	5	12	-2	-5	4	-1	4
Cc1c(CC(=O)NCCCCCC(=O)O)c(=O)oc2c(C)c3oc4c(c3cc12)CCCC4	-4	1	7	-1	-9	-1	4	-4	-3
COc1ccc(C2CC(c3cccs3)=NN2S(=O)(=O)c2ccc(C)cc2)cc1 (stereo not drawn)	11	0	6	13	-32	1	2	5	-1
O=C(NC1CCCC1)C(=O)N(Cc1cccnc1)C(C(=O)NCC1CCCO1)c1ccco1 (stereo not drawn)	3	0	14	1	-19	-3	7	-1	-4
Cc1ccccc1-c1cc(C(=O)NCc2cccs2)nn1CC1CC(c2cccc([N+](=O)[O-])c2)=NO1 (stereo not drawn)	-2	4	2	2	0	-5	4	0	-4
CN(C)C(=O)c1ccc(-c2nnc(NCc3ccccc3)c3ccccc23)cc1	-2	7	-1	0	2	-5	-13	-2	20
CC1C(=O)NC(=O)C1c1ccccc1 (stereo not drawn)	2	3	16	-1	-19	-1	4	3	6
O=C(CN1C(=O)C(=O)N(C2CCCC2)C1=O)NCCc1ccc(F)cc1	0	1	-3	4	5	-2	-1	2	9
Cc1nc(-c2ccc(NC(=O)Cc3ccccc3)cc2)cs1	8	2	4	-1	-4	-5	1	-6	0
CC(C)(CO)CNC(=O)CCc1nnc(-c2ccc(-c3ccccc3)cc2)o1	0	9	9	8	-11	1	-2	0	-3

Some of these compounds in order of SMILES length, descending.
SMILES	M4 antag	CHRM4 agonist	CHRM1 PAM	TAAR1 agonist	CHRM1 antagonist	M1 ag	CHRM5 PAM	CHRM5 agonist	CHRM5 antagonist
Cc1ccc(-c2ccccc2NC(=O)CS(=O)CC(=O)Nc2ccc(C)c(Cl)c2)o1 (stereo not drawn)	15	23	13	6	4	0	7	7	9
O=c1oc(=S)oc2c1[C@H](c1ccc(Cl)cc1)O[C@H](C1CC1)C2	-1	-1	·	2	·	·	-1	-3	1
CCOc1ncccc1C(=O)NC(C)CCc1ccccc1 (stereo not drawn)	-6	0	5	2	-9	-5	1	-2	2

2 compounds from above, limited to CHRM5 agonist, CHRM5 antagonist and CHRM1 PAM.
SMILES	CHRM5 agonist	CHRM5 antagonist	CHRM1 PAM
O=C(NC1CCCC1)C(=O)N(Cc1cccnc1)C(C(=O)NCC1CCCO1)c1ccco1 (stereo not drawn)	-1	-4	14
Cc1c(CC(=O)NCCCCCC(=O)O)c(=O)oc2c(C)c3oc4c(c3cc12)CCCC4	-4	-3	7

Following part.
SMILES	M4 antag	CHRM4 agonist	CHRM1 PAM	TAAR1 agonist	CHRM1 antagonist	M1 ag	CHRM5 PAM	CHRM5 agonist	CHRM5 antagonist
Cc1ccc(-c2nn3c(-c4ccco4)nnc3c3ccccc23)cc1S(=O)(=O)NCC1CCCO1 (stereo not drawn)	6	6	-3	15	10	-3	-11	4	4
C/C(Cn1cnc([N+](=O)[O-])n1)=N/NC(=O)COc1ccccc1Cl	8	0	-6	1	11	-5	-5	-1	7
Cc1c(C(=O)NC(C)C)c(-c2ccccc2)nn1-c1ccccc1	-1	-1	10	1	0	-2	-3	-3	1
Cc1noc(C)c1NC(=O)NCCN1CCN(Cc2ccccc2)CC1	-2	0	9	0	-7	-7	1	-2	3
COc1ccc(/C(O)=C2/C(=O)C(=O)N(c3nc(C)c(C)s3)C2c2ccco2)cc1 (stereo not drawn)	9	0	9	1	-1	0	2	2	-5
CCCN(CCC)S(=O)(=O)c1ccc(Cl)c(OC)c1	1	-2	-6	-2	3	-15	4	-8	-6
Cc1ccccc1Nc1nnc(SCC(=O)Nc2ccccc2[N+](=O)[O-])s1	2	8	-2	2	6	-6	-5	0	3
COc1ccc(/C=C/C(=O)NCCc2ccc(OC)c(OC)c2)cc1	3	2	4	2	2	0	1	1	-6
